# CHRM1 antagonist – antagonists of human M1 muscarinic receptor. P11229. CHO-K1 hM1, Fluo-8 calcium fluorescence, ACh EC80 antagonist. inhibition, % at 3 µM. 360,000 tested, 1.3% active. AID 588852;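 active = percent inhibition above its own plate's cutoff, namely the mean of that plate's compound wells plus 3 SD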;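 note: peak over basal fluorescence ratio during 140 s after agonist addition; 0% = ACh EC80 plus DMSO and 100% = DMSO alone without agonist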
# Target sequence (P11229 whole entry, looked up): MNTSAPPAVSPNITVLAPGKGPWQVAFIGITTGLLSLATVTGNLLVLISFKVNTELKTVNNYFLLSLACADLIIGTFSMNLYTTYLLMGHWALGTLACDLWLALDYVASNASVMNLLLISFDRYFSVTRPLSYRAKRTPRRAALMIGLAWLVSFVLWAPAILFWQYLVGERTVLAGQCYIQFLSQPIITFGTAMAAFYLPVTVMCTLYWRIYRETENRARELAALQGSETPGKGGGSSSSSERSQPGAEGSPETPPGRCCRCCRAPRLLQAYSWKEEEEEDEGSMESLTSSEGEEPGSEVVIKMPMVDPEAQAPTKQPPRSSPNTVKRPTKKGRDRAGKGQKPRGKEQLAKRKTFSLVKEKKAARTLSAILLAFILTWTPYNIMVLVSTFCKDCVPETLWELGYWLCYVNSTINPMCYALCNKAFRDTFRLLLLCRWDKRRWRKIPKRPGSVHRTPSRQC
# CHRM4 agonist – CHRM4 agonism in calcium assay; 360,000 tested, 0.14% active; activation, % at 3 µM; CHO-K1 hM4/Gqi5, Fluo-8 calcium fluorescence; vehicle 0%, full acetylcholine response 100%; P08173;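 active = activation above the run mean over all test wells plus 3 SD, cut at about 32% in these data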;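 note: peak over basal fluorescence ratio per well then scaled between controls; 0% = DMSO wells and 100% = acetylcholine at EC100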
# Target sequence (P08173 whole entry, looked up): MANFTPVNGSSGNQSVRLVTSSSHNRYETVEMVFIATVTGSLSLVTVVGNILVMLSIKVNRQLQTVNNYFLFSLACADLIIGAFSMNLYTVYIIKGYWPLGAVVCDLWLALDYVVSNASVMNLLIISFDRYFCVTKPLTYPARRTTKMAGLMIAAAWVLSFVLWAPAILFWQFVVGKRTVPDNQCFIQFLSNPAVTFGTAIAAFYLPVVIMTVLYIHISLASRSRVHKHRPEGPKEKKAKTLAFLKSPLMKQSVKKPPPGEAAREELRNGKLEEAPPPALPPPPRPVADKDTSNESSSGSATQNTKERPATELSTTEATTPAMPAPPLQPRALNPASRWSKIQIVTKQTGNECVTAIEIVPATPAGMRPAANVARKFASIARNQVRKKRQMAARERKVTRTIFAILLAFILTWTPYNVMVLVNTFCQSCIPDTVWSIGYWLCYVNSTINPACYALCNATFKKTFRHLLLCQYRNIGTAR
# M1 ag – agonists of human M1 muscarinic receptor. CHO-K1 hM1, Fluo-8 calcium fluorescence, agonist mode; 0% DMSO, 100% acetylcholine EC100. activation, % at 3 µM. 360,000 tested, 0.33% active. P11229;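 active = activation above the run's mean compound activation plus 3 SD, cut at about 16% in these data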;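 note: peak over basal fluorescence ratio within a 140 s kinetic read after compound addition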
# M4 antag – antagonists of human muscarinic M4 receptor (CHRM4) | P08173 | CHO-hM4 cells, ACh EC80, Fluo-8 calcium fluorescence | inhibition, % at 3 µM | 360,000 tested, 0.73% active;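 active = inhibition above its plate's cutoff, the mean inhibition of sample wells plus 3 SD, cut at about 27% in these data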;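 note: 0% = acetylcholine EC80 with DMSO and 100% = DMSO without agonist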
# CHO-K1 Ca ag – nonselective activator or artifact in parental CHO-K1 cells; Fluo-8 calcium fluorescence; scaled to maximal ATP response, vehicle zero; 360,000 tested, 0.48% active; AID 602248; activation, % at 3 µM; in the data active = activation above about 15%;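 note: untransfected CHO-K1 host cells lacking M1 receptor as counterscreen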
# OXTR potentiate – potentiators of human oxytocin receptor; CHO-OTR cells, Fluo-8 calcium fluorescence, potentiator mode; 0% = oxytocin EC15, 100% = EC100; activation, % at 3 µM; 320,000 tested, 0.061% active;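 active = activation above that plate's cutoff, the mean activation of tested compounds plus 3 SD, cut at about 6.6% in these data, passing the limit was not always enough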;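 note: 100% uses oxytocin at 75 nM as the full agonist control; some results filed as inactive read as strong as hits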
#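 System: human OTR in CHO cells; Also added: sub-maximal oxytocin, roughly EC15; Timing: compound 6 min at room temperature before oxytocin, 100 s read; Technique: Fluo-8 intracellular calcium fluorescence, ex 470-495, em 515-575 nm; Controls: oxytocin EC15 low and EC100 high; Replication: singlicate.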
# CHRM1 PAM – human CHRM1 positive allosteric modulation; P11229; CHO-K1 hM1, Fluo-8 calcium fluorescence, ACh EC20; 0% = ACh EC20, 100% = maximal ACh; activation, % at 3 µM; 360,000 tested, 0.088% active; in the data active = activation above about 19%, passing the limit was not always enough
# CHO parental Ca – signal in parental CHO cells, OX1R antagonist counter-screen | AID 463079 | parental CHO-K1, ATP-induced calcium, Fluo-8 fluorescence | 330,000 tested, 0.63% active | inhibition, % at 5.6 µM;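 active = inhibition above that plate's mean sample inhibition plus 3 SD, cut at about 26% in these data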;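 note: 0% = ATP-challenged DMSO wells and 100% = DMSO wells without ATP; some compounds past the cut are filed as inactive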
#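 Assay system – parental CHO cells · Reagent – ATP stimulus · Detection – intracellular calcium via Fluo-8 no-wash fluorescent dye · Evaluation – percent inhibition of ATP-evoked calcium rise, normalized to controls · Controls – ATP wells versus no-ATP DMSO wells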
# CHO-K1 Ca antag – M1 antagonist counterscreen hit in parental CHO-K1 cells; ATP-induced calcium, Fluo-8 fluorescence; inhibition, % at 3 µM; 360,000 tested, 0.6% active;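 active = inhibition above a per-plate cutoff, the plate's mean sample inhibition plus 3 SD, cut at about 24% in these data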;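 note: 0% = DMSO plus EC80 ATP and 100% = DMSO alone without ATP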
# * marks the source's active call; other numbers are inactive results; . = no result given.
SMILES,CHRM1 antagonist,CHRM4 agonist,M1 ag,M4 antag,CHO-K1 Ca ag,OXTR potentiate,CHRM1 PAM,CHO parental Ca,CHO-K1 Ca antag
N#CC(c1ccc(Cl)cc1)N1CCOCC1 (stereo not given),-3.4,1.6,-3.1,-2.2,1.0,2.9,8.2,1.6,-9.9
CCOC(=O)c1cnc2ccc(C(=O)OC)cc2c1Nc1ccc(C(=O)O)cc1,2.8,0.5,-7.5,3.1,0.0,3.2,-2.3,-10.4,6.7
O=C(Nc1ccc2c(c1)OCCO2)C(c1ccnc2ccccc12)N1CCN(c2ccc(C(F)(F)F)cn2)CC1 (stereo not given),-27.7,2.6,-0.5,0.0,2.0,.,5.1,.,-14.1
C#CCOCCOCCOCCNc1nc(N2CCN(C(=O)C([C@@H](C)O)n3cc([C@@H](N)CCCCN)nn3)CC2)nc(N2CCN(C(=O)[C@H](CCCN=C(N)N)n3cc(C(N)[C@@H](C)CC)nn3)CC2)n1 (stereo not given in full),7.3,-0.9,-5.9,5.0,0.3,-7.0,-2.9,14.2,-5.9
COc1ccc(C2C(C(=O)C(C)(C)C)=C(O)C(=O)N2Cc2ccccc2)cc1 (stereo not given),3.9,0.1,0.4,9.9,0.7,-0.4,0.6,-9.7,0.0
CN(C(=O)c1cccc(NC(=O)Cc2ccc(NC(=O)C3CCN(C(=O)C4CC4)CC3)cc2)c1)C1CCCC1,-10.2,0.9,-3.3,1.8,0.1,.,0.1,.,-14.5
COCCCNC(=O)C[C@H]1C[C@H](C(=O)N2CCCCC2)[C@@]2(C)c3[nH]c4cc(-c5ccco5)ccc4c3CCN2C1=O,-8.0,1.1,-5.5,1.1,0.2,.,1.3,-25.9,-7.8
CC(=O)NC(Cc1ccc(F)c(F)c1)C(=O)NC1CCN(c2c(Cc3ccccc3)c(C)nc3ncnn23)CC1 (stereo not given),-1.6,7.0,-1.1,1.8,2.7,-6.0,2.9,-13.1,-8.2
CC(C)Oc1ccc(-c2cc(C(=O)NCCN3CCOCC3)c3ccccc3n2)cc1,5.6,13.4,3.3,-5.3,3.8,-4.4,-1.5,-28.2,-1.0
COc1cc(-c2[nH]ncc2CN(C)Cc2nonc2C)cc(OC)c1OC,-8.3,0.1,-3.0,-2.6,0.1,-1.6,3.9,-5.0,-8.9
O=C(Nc1nc(-c2ccco2)c(-c2ccco2)s1)c1ccc(F)cc1F,-13.0,1.4,0.6,-10.0,0.9,.,11.7,.,-13.8
CCCOP(=O)(OCCC)C(NC(=O)C(C)(C)C)c1ccccc1 (stereo not given),-5.8,0.3,-3.6,-4.7,1.4,8.6,3.9,-7.9,-5.8
COC(C)(C)c1cc(C(C)(C)C)nc(N)n1,2.4,0.2,-3.1,5.8,0.2,5.0,0.7,-2.9,-2.9
CCOC(=O)c1cnn(-c2nc(CC)nc3sc4c(c23)CCC4)c1N,9.2,-0.1,-3.3,-2.7,0.3,-3.5,6.1,-10.6,13.7
Cn1nc(-c2ccc(Cl)cc2)c2cc(C(=O)N3CCCC3)sc21,-3.3,-1.4,0.7,-2.7,-0.8,-1.9,4.8,-20.6,-10.9
Cc1ccc(C(=O)N2CC(=O)Nc3ccc(F)cc3C2c2ccc(F)cc2)cc1 (stereo not given),-7.2,7.5,-2.1,2.6,3.2,0.8,-3.6,-34.2,11.5
CC(C)c1ccc(/C=N/NC(=O)c2c(Cl)cnn2C)cc1,2.6,1.8,-4.6,2.3,0.5,-2.1,1.2,-11.1,-14.7
COc1cc(/C=C(\C#N)C(=O)Nc2cccc(C(=O)O)c2)ccc1OCc1ccc(C)cc1,6.9,1.0,-3.9,17.7,1.4,0.5,-2.7,-1.3,-16.2
Cc1ccc(N2C(=O)SC(N(CC(=O)O)c3ccc(C)cc3)C2=O)cc1 (stereo not given),-8.4,0.9,-1.4,-15.7,-0.3,-15.1,6.9,-6.4,-1.3
COC(=O)c1cccc(NC(=O)c2cccs2)c1C,3.1,0.0,-2.8,10.2,0.0,-10.8,1.7,2.3,6.9
CC(C)c1cccc(C(C)C)c1NC(=O)COC(=O)c1ccc2c(c1)S(=O)(=O)c1ccccc1C2=O,-4.5,0.0,-7.8,-1.4,4.7,-10.2,-0.2,-7.9,-4.8
COc1ccc(NS(=O)(=O)c2cccc(C(=O)N/N=C/c3ccc4c(c3)OCCO4)c2)cc1,-3.1,0.6,-3.7,3.9,0.0,-1.6,4.1,-7.7,7.7
CCOC(=O)c1c(CSc2ccccc2)n(C)c2cc(Br)c(O)c(CN(C)C)c12,-4.2,2.9,-4.7,-8.2,4.6,-3.0,1.4,-30.6,-1.8
O=S(=O)(c1cccc2cccnc12)N1CCN(c2ccccn2)CC1,7.2,5.3,-11.0,-1.3,2.5,-9.5,-5.3,0.8,4.2
CCOc1ncccc1C(=O)Nc1ccc2c(c1)OCCO2,-7.6,3.2,-4.8,-15.7,-0.6,7.9,6.0,-20.6,-14.7

# Structural class: the entries above containing an NH in an aromatic ring
SMILES,CHRM1 antagonist,CHRM4 agonist,M1 ag,M4 antag,CHO-K1 Ca ag,OXTR potentiate,CHRM1 PAM,CHO parental Ca,CHO-K1 Ca antag
COCCCNC(=O)C[C@H]1C[C@H](C(=O)N2CCCCC2)[C@@]2(C)c3[nH]c4cc(-c5ccco5)ccc4c3CCN2C1=O,-8.0,1.1,-5.5,1.1,0.2,.,1.3,-25.9,-7.8
COc1cc(-c2[nH]ncc2CN(C)Cc2nonc2C)cc(OC)c1OC,-8.3,0.1,-3.0,-2.6,0.1,-1.6,3.9,-5.0,-8.9

# Following part
SMILES,CHRM1 antagonist,CHRM4 agonist,M1 ag,M4 antag,CHO-K1 Ca ag,OXTR potentiate,CHRM1 PAM,CHO parental Ca,CHO-K1 Ca antag
CC(=O)Oc1ccccc1Cn1c(C)c(C(=O)NCc2ccc(Cl)c(Cl)c2)sc1=O,-1.0,11.6,2.9,-4.8,4.4,.,-0.8,.,-11.5
CCc1nnc(NC(=O)c2ccc(S(=O)(=O)N3CCN(Cc4ccccc4)CC3)cc2)s1,-9.9,1.8,-1.5,2.3,0.3,-1.5,9.8,-9.5,-13.9
Cc1nc2c(nnn2Cc2ccccc2)c(=O)[nH]1,6.1,0.7,-3.2,9.3,-0.1,-2.5,-4.9,4.7,25.3*
COc1ccc(C(=O)NC23CC4CC(CC(C4)C2)C3)cc1,-19.8,0.9,-2.0,-3.5,-0.3,-2.8,16.3,-12.8,-9.3
Cc1ccc(Nc2ncc3c(n2)CC(C)CC3=O)c(C)c1 (stereo not given),-3.1,7.6,-6.6,5.4,1.9,-3.9,2.3,-39.1,-14.2
CCCN(C(=O)CSCc1ccc(Cl)cc1)c1c(N)n(Cc2ccccc2)c(=O)[nH]c1=O,-0.8,0.2,-1.9,-6.4,-0.2,-0.9,8.5,-4.0,6.8
CCCCCCCc1nc2nc(C)c(Br)c(=O)n2[nH]1,-15.9,-1.4,1.4,1.1,-0.1,1.1,13.6,2.5,-6.2
COC(=O)[C@]1(Cc2ccccc2)N[C@H](CN(C)C(=O)c2ccc(F)cc2)[C@@H]2C(=O)N(C)C(=O)[C@@H]21,-23.4,0.7,4.0,-2.6,0.6,-1.3,26.8*,-18.6,-13.8
Cc1ccccc1Nc1nnc(SCC2CCCCO2)s1 (stereo not given),-10.6,-0.6,-9.8,4.4,0.8,-6.3,14.6,-7.8,0.2
Cn1cnc(NCc2ccccc2)c1[N+](=O)[O-],-9.6,0.1,-2.8,9.2,0.8,-5.5,7.8,-6.4,-11.9
COc1ccc(-n2nc([N+](=O)[O-])c(=NCCc3ccc(C)cc3)n2O)cc1,-7.1,1.9,-10.2,-4.4,5.8,-3.0,7.5,-21.8,-2.1
CN(Cc1nc(Cc2ccccc2F)no1)[C@@H]1CS(=O)(=O)C[C@H]1O,-11.8,0.8,-1.6,-21.8,0.3,0.2,11.8,-7.7,-0.9
CN(C)N=Nc1ccc2nc[nH]c2c1,-3.3,0.8,-1.0,-17.3,1.2,-8.8,5.0,-4.6,-13.2
CCn1cc(/C=C(\NC(=O)c2ccccc2OC)C(=O)NCCCn2ccnc2)c2ccccc21,-0.4,1.7,-4.4,-6.4,0.2,-5.5,1.4,-13.9,-7.5
CCC(=O)N1CCN(c2ccc(NC(=O)c3ccc4c(c3)OCCO4)cc2)CC1,-1.3,6.3,-0.9,-11.1,2.4,-7.4,3.0,-9.5,-17.5
COc1ccc(NC(=O)Cc2ccccc2)cn1,-12.4,3.7,-3.9,-0.2,1.4,-3.2,9.9,-4.4,-9.0
O=C(Cc1csc(N2CCOCC2)n1)N/N=C/c1ccccc1C(=O)O,-1.3,0.7,-1.7,-0.9,-0.1,-2.9,1.6,5.6,-3.0
O=C(Cn1cc(C(F)(F)F)ccc1=O)N1CCN(S(=O)(=O)c2ccc(Cl)cc2)CC1,-2.0,2.7,-0.9,0.7,2.3,-11.5,1.4,-9.1,9.1
Cc1cc(/C=C2/NC(=O)NC2=O)c(C)n1-c1ccccn1,-0.5,0.7,-3.4,-8.8,0.1,-4.2,8.0,-3.5,11.2
Cc1cccc(C)c1NC(=O)C(=O)NCC1CCCN1S(=O)(=O)c1cccs1 (stereo not given),-11.1,1.5,-5.4,10.2,0.3,0.6,6.0,-7.1,12.0
Cc1cccc(NC(=O)c2c(-c3ccccc3)noc2C)n1,-6.9,0.3,-4.6,2.3,0.4,5.1,8.0,-11.6,-5.9
COc1cc(C(=O)Nc2ccc(C#N)cc2)c([N+](=O)[O-])cc1OC,7.0,1.5,-5.2,10.9,0.7,-2.8,-0.2,-14.1,-3.4
O=C(CN1CCN(c2ccccn2)CC1)N1CC(O)CO1 (stereo not given),5.2,0.1,-7.5,2.2,0.0,-5.0,5.5,-8.8,-5.6
O=C(CNC1CCCCC1)N1CCc2ccccc2C1,1.5,1.0,-6.6,30.4*,0.0,-1.4,1.8,-7.7,1.7
O=C(Nc1ccccc1C(=O)NCCCN1CCOCC1)c1ccccc1,16.4,3.3,-3.2,-7.0,1.2,-8.3,-5.2,-10.7,-1.6
SMILES,CHRM1 antagonist,CHRM4 agonist,M1 ag,M4 antag,CHO-K1 Ca ag,OXTR potentiate,CHRM1 PAM,CHO parental Ca,CHO-K1 Ca antag
Cc1ccc2occ(/C=N/NC(=O)c3ccccc3Br)c(=O)c2c1,-11.4,0.9,-2.2,-6.9,0.1,-7.5,5.6,-20.4,9.1
CCCCCCc1ccc(OC(=O)c2ccncc2)cc1,-0.5,0.1,-2.6,3.3,0.8,0.0,0.0,-4.5,-3.8
COc1ccc(NS(=O)(=O)c2ccc(NC(=O)c3ccc(N(C)S(C)(=O)=O)cc3)cc2)c(OC)c1,5.9,1.4,-2.8,8.9,0.5,-2.3,5.0,-4.0,8.6
COc1ccc(CN(Cc2ccc(C(=O)O)cc2)C(=S)Nc2cc(C)cc(C)c2)cc1OC,6.9,0.3,-4.7,5.7,0.2,-6.2,-0.8,-0.2,2.5
Cc1oc2cc3c(C(=O)N4CCCCC4)c(C)oc3cc2c1C(=O)N1CCCCC1,7.8,0.5,-3.1,4.9,1.3,3.6,-0.3,-1.8,-22.3
CCC(C)(C)n1nnnc1C(c1ccc(OC)c(OC)c1)N1CCN(c2ccccc2)CC1 (stereo not given),-33.0,0.4,-4.0,-3.3,0.0,-10.2,4.3,-22.8,-11.9

# No enrichment for hits; any-hit rate near 2.9%.
